PfHsp90 set2 = growth inhibition of PfHsp90-expressing yeast, primary screen, antimalarial PfHsp90 inhibitor project, S. cerevisiae, BacTiter-Glo luminescence, single point, set 2; BacTiter-Glo ATP, 48 h; yeast lacking PDR1 and PDR3 efflux regulators; inhibition, % at 9.4 µM; hit rate 0.32% among 310,000;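 active = every replicate shows inhibition above about 80%, whatever the replicate mean, limit read from the data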;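 note: 0% = DMSO neutral controls and 100% = 20 µM radicicol positive controls; yeast relying on Plasmodium falciparum Hsp90 in place of its own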
Ecoli viability = E. coli V3065 growth inhibition, primary screen, counter-screen for AddAB inhibitor project, absorbance, OD600; 18 h; inhibition, % at 11.9 µM; hit rate 0.27% among 330,000;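 active = inhibition above the campaign's mean inhibition across all tested compounds plus 3 SD, cut at about 9.9% in these data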;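 note: uninfected addAB+ strain grown without phage in ampicillin broth; 0% = DMSO wells and 100% = ciprofloxacin 0.95 µg/ml wells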
phage Ecoli inh = growth loss of phage-infected E. coli, primary screen, RecBCD inhibitor project, absorbance, with phage, HTS; hit rate 0.26% among 360,000; AID 651602, 2012; inhibition, % at 11.9 µM; in the data active = inhibition above about 11%
MOR-DOR inv ag = inverse agonists of MOR-DOR heterodimerization, primary screen, cell-based, luminescence | Mu-type opioid receptor (Homo sapiens) + Delta-type opioid receptor (Homo sapiens), … | cell-based MOR-DOR heterodimer luminescence, inverse agonism | inhibition, % at 9.3 µM | hit rate 0.21% among 340,000; in the data active = inhibition above about 22%, passing the limit was not always enough;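 note: 0% = cells with DMSO and 100% = wells without cells with DMSO; values of inactives mirror those of a sister screen read the other way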
Target sequence (P35372 whole entry, looked up): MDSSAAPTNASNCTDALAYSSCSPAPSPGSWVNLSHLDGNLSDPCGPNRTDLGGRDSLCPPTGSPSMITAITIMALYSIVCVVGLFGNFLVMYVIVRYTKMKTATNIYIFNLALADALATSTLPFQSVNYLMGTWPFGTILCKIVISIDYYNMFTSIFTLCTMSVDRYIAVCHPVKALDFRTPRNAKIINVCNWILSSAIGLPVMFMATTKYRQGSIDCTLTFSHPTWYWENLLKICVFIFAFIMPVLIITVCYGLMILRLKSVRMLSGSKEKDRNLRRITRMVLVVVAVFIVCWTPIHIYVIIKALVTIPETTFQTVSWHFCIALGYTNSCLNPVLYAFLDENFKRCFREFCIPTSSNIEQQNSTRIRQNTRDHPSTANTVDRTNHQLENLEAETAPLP
Target sequence (P41143 whole entry, looked up): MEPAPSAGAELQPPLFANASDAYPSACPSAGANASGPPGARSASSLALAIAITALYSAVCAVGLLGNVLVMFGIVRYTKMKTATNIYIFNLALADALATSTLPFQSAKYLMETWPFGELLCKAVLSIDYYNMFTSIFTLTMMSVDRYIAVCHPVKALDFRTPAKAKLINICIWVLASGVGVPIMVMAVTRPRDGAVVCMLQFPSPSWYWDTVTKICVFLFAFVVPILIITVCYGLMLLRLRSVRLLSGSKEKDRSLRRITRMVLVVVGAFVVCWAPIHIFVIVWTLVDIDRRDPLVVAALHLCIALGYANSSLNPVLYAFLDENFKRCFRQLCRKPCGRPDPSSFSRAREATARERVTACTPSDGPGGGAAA
Tat transport = E. coli Tat export inhibitors, primary screen, MC4100, TorA-mCherry reporter, fluorescence, single point; inhibition, % at 10 µM; hit rate 0.036% among 340,000;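 active = mean replicate inhibition at least 50% and at least half of replicates individually reaching 50%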;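 note: exported cargo escapes ClpAP degradation while cytoplasmic cargo is degraded and loses fluorescence; 0% = median of neutral control wells and 100% = median of NaSCN control wells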
AddAB inh = growth inhibition of E. coli expressing H. pylori AddAB, primary screen, AddAB inhibitor project, absorbance. inhibition, % at 11.9 µM. AID 435030, 2010. hit rate 0.29% among 330,000; in the data active = inhibition above about 12%;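 note: 0% = vehicle wells of infected cells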
Mot1-301 SUMO = yeast Mot1-301 growth rescue at high temperature, primary screen, SUMOylation pathway inhibitor project, S. cerevisiae, ATP luminescence, 38.5C; S. cerevisiae Mot1-301 growth rescue; percent above DMSO median, 100 means doubled; growth rescue, % at 18.8 µM; hit rate 1% among 320,000;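 active = every valid replicate shows activation above 250% relative to neutral control wells; inactive = the rest, any valid replicate at or below 250%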;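 note: OY570 slx delta 5 strain wells were the positive control but not used for scaling; some compounds called inactive have numbers as strong as hits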
Arrestin-AP2 inh = inhibitors of beta-arrestin/AP2 binding, primary screen, biochemical, GPCR trafficking, flow cytometry. beta-arrestin 1 C-terminal peptide binding to AP2 beta2-adaptin appendage (human). FITC-arrestin peptide / GST-AP2 beads; AP2 beta2 appendage carries R879A mutation. inhibition, % at 10 µM. hit rate 0.31% among 340,000. AID 504490, 2011;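 active = inhibition above a set limit, near 3 SD of compounds lacking own fluorescence, cut at about 54% in these data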;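 note: plate controls were DMSO wells for no effect and 5 µM unlabelled arrestin peptide for full effect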
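System: GST-AP2 R879A glutathione beads; medium: PBS, Tween 20 0.05%, BSA 0.1%; reagent: fluorescein-tagged arrestin peptide at 50 nM final; schedule: pre-incubation 12 min, peptide binding 1 h, room temperature; detection: flow cytometry, FL1 (488/535 nm); read-out: inhibition as reduced fluorescein signal on beads, percent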
DSG3 Ab inh = inhibitors of pemphigus antibody binding to DSG3, primary screen, biochemical, bead-based, flow cytometry, scFv-GFP. Desmoglein-3 (Homo sapiens), P32926. DSG3-coupled beads, scFv-anti-DSG3-GFP binding; hits give low values. binding (percent of control), % at 10 µM. hit rate 0.48% among 310,000. AID 588358, 2011;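 active = binding more than 3 SD below its plate's average and above zero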;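 note: hits lower antibody fragment binding to DSG3; some compounds called inactive have numbers as strong as hits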
PKA-R1A act = activators of PKA-R1A holoenzyme, primary screen, biochemical, fluorescence polarization, Cy5-IP20, bovine R1A, mouse PKAc; cAMP-dependent protein kinase type I-alpha regulatory subunit (Bos taurus) + …; PKA-R1A dissociation; scaled: DMSO 0%, 113 µM cGMP 100%; activation, % at 11.4 µM; hit rate 0.083% among 340,000;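 active = percent activation above the mean of all tested compounds plus 3 SD, cut at about 19% in these data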;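 note: higher means more PKAc released from R1A so a rise in polarization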
OPRM1-OPRD1 ag = agonists of OPRM1-OPRD1 heterodimerization, primary screen, cell-based, luminescence. Mu-type opioid receptor (Homo sapiens) + Delta-type opioid receptor (Homo sapiens), …. cells. activation, % at 9.3 µM. hit rate 0.3% among 340,000; in the data active = activation above about 18%;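 note: 0% = vehicle-treated cells and 100% = reference agonist; values of inactives mirror those of a sister screen read the other way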
The depositor's hits bear a star; i = inactive; . = no result given; & = joins results of further samples.

SMILES	PfHsp90 set2	Ecoli viability	phage Ecoli inh	MOR-DOR inv ag	Tat transport	AddAB inh	Mot1-301 SUMO	Arrestin-AP2 inh	DSG3 Ab inh	PKA-R1A act	OPRM1-OPRD1 ag
O=C(COC(=O)c1ccc(Br)cc1)Nc1ccccc1Br	-0.3	3.2	2.9	-10.8	-2.9	3.4	1.5	25.9	103.3	-3.2	2.1
Cc1nn(CC(=O)Nc2ccc(S(N)(=O)=O)cc2)c(=O)c2ccccc12	15.1	1.4	4.8	7.2	-0.3	1.6	-8.7	15.8	104.2	-7.4	-1.6
NC(=O)NC(=O)COC(=O)c1ccc(Cl)c(S(=O)(=O)N(Cc2ccccc2)c2ccc(Cl)cc2)c1	-13.9	1.3	2.1	-16.8	0.4	1.0	-1.6	2.8	96.6	-0.1	3.3
COc1ccc(C(=O)Nc2cc3c4c(c2)CC(=O)N4CCC3)c(OC)c1	.	-2.1	.	-17.4	9.9	-2.0	-14.4	4.3	102.3	3.0	2.7
Nc1nc(NC(=O)CCCC(=O)O)nn1-c1ccccc1	-14.0	1.4	2.0	12.2	3.9	0.4	-16.1	-3.2	96.8	-11.5	-2.2
C/C=C/C(=O)OCC(=O)Nc1ccc(C)c(S(=O)(=O)N(C)C)c1	18.4	1.7	6.0	14.9	0.3	3.6	10.3	-10.6	72.4	-1.4	-3.0
CC(=O)c1cccc(NC(=O)c2csc(-n3nc(C)cc3C(F)(F)F)n2)c1	.	-0.6	0.6	2.6	0.8	3.6	246.9	3.1	103.0	8.6	-0.5
O=C1OCCN1C(=O)[C@H]1[C@H](c2ccc([N+](=O)[O-])cc2)C(c2ccccc2)=NN1c1ccccc1	5.4	-1.8	0.9	16.2	-3.9	1.1	.	-1.9	93.7	-3.4	-3.2
N#Cc1cc(-c2ccccc2)nnc1Oc1ccccc1Cl	3.5	-1.9	1.9	-15.5	-3.3	2.3	-9.7	-9.7	.	1.9	3.7
COc1ccc2c(C(=O)c3ccc(C)cc3)n(CCC(N)=O)[n+]([O-])c2c1	9.3	-1.0	1.1	8.7	6.5	1.8	3.3	0.5	.	2.5	-1.6
COc1cc(C(=O)O)c([N+](=O)[O-])c(OC)c1OC	10.6	1.1	4.2	14.1	2.7	0.5	-8.9	-12.9	110.8	0.0	-2.8
CCOc1ccc(S(=O)(=O)NCc2ccncc2)cc1	0.1	0.2	2.8	-7.3	-11.6	1.9	-5.2	4.8	102.1	-1.0	1.4
COc1cccc(NC(=O)CN(C)S(=O)(=O)/C=C/c2ccccc2)c1	6.5	-0.2	5.2	11.2	7.3	0.3	4.4	-24.8	102.5	-14.9	-2.1
O=C(COC(=O)c1ccc([N+](=O)[O-])o1)c1ccccc1	14.2	3.3	2.0	-3.3	10.4	3.5	-14.2	-8.6	106.4	1.6	0.7
COc1ccc(CCNC(=O)Cn2cnc3c(nnn3Cc3ccc(C)cc3)c2=O)cc1OC	-19.8	-0.7	-0.6	-1.7	10.7	-1.5	-6.2	18.3	100.1	-5.6	0.3
COc1cccc(N2C(=O)c3ccncc3C2=O)c1	20.0	-5.2	2.7	4.3	-7.8	-0.8	-16.4	36.9	79.5	4.6	-0.8
COc1ccc(C(=O)OCC(=O)NCC2CCCO2)cc1 (stereo not drawn)	4.1	0.3	2.0	9.4	-6.2	1.6	-1.8	10.1	95.0	5.4	-1.9
Cc1ccn2c(C(=O)CSc3ccc(Cl)cc3)c(C)nc2c1	.	-1.6	2.9	2.1	-8.5	3.8	22.1	1.9	104.8	1.1	-0.4
CCOc1ccc(NC(=O)Cn2c(=O)oc3ccccc32)cc1	-29.3	1.3	2.5	12.5	-2.4	2.3	-12.0	-0.8	104.5	1.0	-2.2
Cc1ccc(Cn2c(SC3CCOC3=O)nc3ccccc3c2=O)cc1 (stereo not drawn)	12.7	0.6	2.5	3.4	-6.0	3.2	-3.5	.	108.9	-0.8	-0.6
Cc1cccc(C)c1NC(=O)C1CCCN1S(=O)(=O)c1ccc(-c2ccc(=O)[nH]n2)s1 (stereo not drawn)	19.3	-2.6	-0.1	-1.0	3.8	3.4	4.8	2.0	77.0	1.4	0.2
COc1ccc(NC(=S)NCc2cccs2)c(OC)c1	8.2	0.9	3.4	2.2	-2.8	0.2	6.8	1.7	97.4	6.9	-0.4
CN1CCN(NC(=O)c2ccccc2F)CC1	-8.1	0.7	1.5	-2.6	3.4	1.7	85.2	10.0	.	2.7	0.6
Cc1nnc(SCC(=O)NNC(=O)c2ccc(Cl)cc2)s1	8.5	-1.1	0.3	4.5	-0.7	-0.7	8.2	15.0	109.7	-1.6	-0.8
COC(=O)c1ccccc1NC(=O)N1CCN(c2ccccc2F)CC1	13.1	0.7	2.0	-33.1	-1.7	0.4	0.7	2.6	91.3	-8.2	4.7
Additional results
SMILES	PfHsp90 set2	Ecoli viability	phage Ecoli inh	MOR-DOR inv ag	Tat transport	AddAB inh	Mot1-301 SUMO	Arrestin-AP2 inh	DSG3 Ab inh	PKA-R1A act	OPRM1-OPRD1 ag
CN(C)c1ccc(/C=N/NC(=O)c2ccccc2O)o1	8.8	1.1	6.0	21.1	2.0	1.6	16.3	18.4	83.5	11.2	-4.2
CCc1cn(S(=O)(=O)c2ccccc2OC)nc1N	2.5	-0.6	.	4.3	-0.8	1.4	-4.0	38.2	100.0	-5.7	-0.8
Cc1ccc(-n2c(C)cc(C(=O)OCC(=O)N3CCOCC3)c2C)cc1	0.4	0.9	0.3	-16.6	4.4	-2.0	15.9	3.6	128.7	-12.5	3.2
CCOC(=O)c1ccc(N=c2sc(C(=O)OC)cc(=O)n2CCCN2CCOCC2)cc1	-5.6&25.8	0.1&-0.5	2.0&1.1	0.2&1.1	-4.9&7.8	2.0&-1.4	2.3&7.9	-11.1&4.8	105.2&97.4	0.7&-13.8	0.0&-0.2
Cc1nn(CCCC(=O)Nc2nccs2)c(C)c1[N+](=O)[O-]	.	1.6	-0.1	-4.9	15.4	-1.2	0.8	15.7	109.5	-6.5	1.0
CC(C)(C)c1ccc(/C=N/NC(=O)c2ccccn2)cc1	17.0	0.5	1.5	12.6	4.6	5.2	5.4	-0.6	106.6	-2.7	-2.6
COc1ccc(OCC(=O)NNC(=O)c2cccc(S(=O)(=O)N(C)C)c2)cc1	-23.7	-1.1	2.5	12.4	-0.6	2.1	-1.2	-2.8	114.0	-6.4	-2.3
Cc1ccccc1CSCc1nc2ccccc2[nH]1	3.2	-1.0	2.4	-8.7	26.3	0.7	3.6	1.5	105.9	-4.9	1.7
Cc1cnc(NC(=O)COc2cccc3c2OC(C)(C)C3)s1	-8.6	-0.6	2.7	12.9	1.0	0.3	254.9*	4.3	103.2	-13.4	-2.6
CCN1CCN(CCOc2ccccc2OCc2ccccc2)CC1	-36.1	0.8	4.4	2.6	-2.7	6.8	-23.5	-2.8	98.9	-8.9	-0.5
COc1ccc([N+](=O)[O-])cc1NC(=O)C(C)Sc1ccc(C)cc1 (stereo not drawn)	-10.6	1.7	5.1	7.8	-5.7	0.0	19.5	11.8	100.8	-3.3	-1.3
COc1ccccc1CCN1CCCC(CN(C)Cc2ccc(OCCO)cc2)C1 (stereo not drawn)	-5.7	0.9	1.1	5.6	0.3	2.5	-6.6	11.6	113.7	-3.4	-1.1
O=C(Cc1ccc(S(=O)(=O)N2CCCC2)s1)N1CCN(c2ccccc2)CC1	.	-0.7	0.3	4.4	0.9	0.6	-10.0	45.8	109.5	-0.9	-0.9
Cc1c(OCc2ccc(C(=O)O)cc2)ccc2c(-c3ccccc3)cc(=O)oc12	-4.6	-0.6	-0.6	11.9	-0.3	1.2	54.9	-0.1	101.8	2.8	-2.2
COc1ccccc1N1CCN(Cc2ccc(OC)c(OC)c2OC)CC1	3.3	-2.2	1.3	11.4	10.9	-0.3	16.8	29.5	101.8	-13.4	-2.6
O=C(OCc1ccc([N+](=O)[O-])cc1)c1ccccn1	-0.7	-1.2	1.2	10.0	2.5	1.9	-13.8	46.8	96.0	5.7	-2.1
Cc1ccc(C)c(N2CCN(c3ccc([N+](=O)[O-])cn3)CC2)c1	1.3	2.7	1.6	-4.5	3.4	-0.1	-7.9	3.1	104.5	4.5	0.9
CCCCCC(=O)N/N=C/c1cc(Br)c(O)c(OC)c1	17.6	1.8	3.1	8.9	0.1	0.8	-28.5	17.5	.	7.0	-1.7
CCOC(=O)Cc1csc(NC(=O)COc2cc(C)cc(C)c2)n1	37.1	-0.5	5.7	8.0	-6.4	5.2	i	-4.7	100.1	-2.0	-1.6
CC(=O)c1ccc(N2CCN(C(=O)c3cc4c(C)nc5ccccc5c4o3)CC2)cc1	-18.4	-3.8	2.5	-0.3	2.5	4.6	15.3	12.9	101.9	2.2	0.1
CCN1C(=O)[C@H]2[C@@H](c3ccc(-c4ccc(F)cc4)c(OC)c3)N[C@@](Cc3ccccc3)(C(=O)OC)[C@H]2C1=O	.	-2.1	2.1	4.4	-0.6	-2.4	-6.5	0.5	103.8	0.5	-0.8
CCOC(=O)Nc1nc(C)c(C(=O)N(C)C)s1	19.6	-0.7	1.4	18.5	-0.6	2.1	-18.9	5.7	97.8	-2.2	-3.7
Cc1cccc2nc(-c3ccco3)c(Nc3ccc4c(c3)OCO4)n12	0.9	-0.9	3.3	3.1	4.4	-0.8	-3.7	8.8	84.9	-10.6	-0.6
COc1ccc([C@H]2CC(=O)C=C(c3cccc(NC(C)=O)c3)C2)cc1	6.1	3.1	-0.3	3.3	0.1	1.5	-6.0	-2.8	100.8	2.8	-0.6
CCOCCCn1c(=NC(=O)c2cccs2)c(C#N)cc2c(=O)n3cccc(C)c3nc21	-6.0	2.1	3.1	0.9	-3.3	3.2	-4.9	14.4	103.6	5.1	-0.2
O=CN1CCN(CC(O)Cn2c3ccccc3c3ccccc32)CC1 (stereo not drawn)	0.3	-1.9	-0.3	10.3	-12.1	-0.8	3.0	-1.4	105.9	5.5	-2.2
Cc1cc(NC(=O)COc2ccc(Cl)cc2Cl)n(-c2ccccc2)n1	-15.8	-0.8	0.5	-45.1	-3.9	1.6	.	-15.6	95.9	-0.2	7.6
O=C(CN1C(=O)NC2(CCCC2)C1=O)NCc1ccc(F)cc1	.	4.2	1.3	-4.5	6.3	2.4	-2.6	4.2	97.0	2.4	0.9
